Assay outcomes from PubChem.
LYP inhibition: inhibitors of LYP phosphatase, biochemical, fluorescence intensity, uHTS (AID 1779) | inhibition, % at 11.5 µM, or IC50 in µM where a hit was titrated | recombinant LYP phosphatase, fluorescence intensity; higher % means a stronger effect | Tyrosine-protein phosphatase non-receptor type 22 (Homo sapiens) | actives 0.054% (n = 290,000); in the data active means inhibition above about 50%;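 further: plate controls were vehicle with enzyme for no effect and no enzyme for full effect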
Active calls of the source: *.

LYP inhibition	Structure
-7%	Cc1ccc2oc(=O)n(Cc3ccccc3)c2c1
-9%	O=c1ccc2ccccc2n1Cc1cccc(F)c1
-13%	CN(c1ccc(C(=O)N2CCN(Cc3ccccc3)CC2)cc1)S(=O)(=O)c1ccccc1
-8%	Cc1ccccc1C(=O)Nc1ccnn1C1CCN(CC2CC=CCC2)CC1 (configuration not stated)
-6%	CCC(=O)N(Cc1cc(=O)[nH]c2ccccc12)c1ccc(OC)cc1
-8%	COC(=O)c1sc(NC(=O)c2cc(C)on2)nc1C
-6%	COc1ccc(S(=O)(=O)NC(C)C(=O)NC2CC2)cc1C (configuration not stated)
-8%	CCC1Sc2ccc(S(=O)(=O)CCC(=O)Nc3c(Cl)cc(OC)cc3OC)cc2NC1=O (configuration not stated)
-10%	CC(=O)Nc1ccc(Oc2nc(C(F)(F)F)nc3ccccc23)cc1
-5%	Nc1nc(N)n(-c2ccccc2)c(=Nc2ccccc2)n1
2%	COc1cc(CCNC(=O)CCCn2c(=O)c3cccn3c3cccnc32)cc(OC)c1OC
-12%	CCOCCCn1c(=S)[nH]c2cc(C(=O)N3CCN(C4CCCCC4)CC3)ccc2c1=O
-8%	CN(C)CCNC(=O)c1sc2nc(-c3ccccc3)cc(C(F)(F)F)c2c1N
-5%	Cc1ccc(NC(=O)CN2CCc3cc4c(cc3C2C)OCCCO4)cc1 (configuration not stated)
-5%	CCCN1CCN(CC(=O)Nc2cc(OCC)ccc2OCC)CC1
-7%	CC(=O)C1=C(O)C(=O)N(c2ccc(O)cc2)C1c1ccc(F)cc1 (configuration not stated)
-10%	CCCN1C2CCCC1CC(NC(=O)c1cccc(OC)c1)C2 (configuration not stated)
-7%	Cc1ccc(CNC(=O)CCS(=O)(=O)c2ccc3c(c2)NC(=O)CO3)cc1
-6%	O=C(CSc1nccc(=O)[nH]1)Nc1ccc(N2CCOCC2)cc1
-12%	CC(=O)Nc1ccc(C(=O)N(C2=NC(C)CS2)c2ccc(Cl)cc2)cc1 (configuration not stated)
-9%	COc1ccc(CNC(=O)c2ccc3ccccc3n2)cc1
-7%	O=C(Nc1ccc(S(=O)(=O)Nc2nccs2)cc1)c1nn(-c2ccccc2)ccc1=O
-7%	COC(=O)c1sccc1NC(=O)Nc1cccc(C)c1C
-1%	O=C(CN1CCN(C(=O)C2CCCO2)CC1)Nc1cc(Cl)ccc1Cl (configuration not stated)
-2%	CCOCCn1c(N2CCCC2)nc2c1c(=O)[nH]c(=O)n2C
-9%	CC1CCN(C(=O)CCC(=O)Nc2nnc(C(F)(F)F)s2)CC1
-6%	COc1ccc(S(=O)(=O)NC(C)C(=O)N2CCCCCC2)cc1 (configuration not stated)
-15%	COC(=O)c1cc(S(=O)(=O)NCC2CCN(CCc3ccc(OC)cc3)CC2)cn1C
-14%	Cc1cc(NC(=O)CCN2CCN(Cc3ccccc3)CC2)ccc1Br
-7%	CC(C)(C)OC(=O)NCC1CCC(C(=O)NC[C@H](CC(=O)O)c2ccc(Cl)cc2)CC1 (some centres not stated)
-11%	COC(=O)C1=C(C(=O)OC)[C@@H]2N(C)c3ccc(OC)cc3[C@@]23C[C@@H](C(=O)OC)N(C(=O)c2cccs2)C3=N1
-5%	O=C(O)CN1C(=O)/C(=C/c2ccccc2Br)Oc2ccccc21
-8%	CCc1cc2c(=O)oc(-c3ccc(F)cc3)nc2s1
-5%	NNC(=O)/C(=C\c1ccco1)NC(=O)c1ccco1
0%	O=C(O)Cn1c2c(c3ccccc31)CSc1ccc(Cl)cc1-2
-4%	CCCNC(=O)Cn1nc(C)n2c(cc3cc(F)ccc32)c1=O
-6%	CCn1ncc(Br)c1C(=O)Nc1ccc(C(C)C)cc1
0%	CN1N=C(C(=O)N2CCCC(Nc3ccc(F)c(F)c3)C2)CCC1=O (configuration not stated)
-7%	Cc1cc([N+](=O)[O-])c(C)cc1-c1ccc(/C=N/n2cnnc2)o1
-10%	CCCCc1nc2cc(C(=O)NCCc3c(C)n[nH]c3C)ccc2o1
-8%	CN(C)Cc1c(O)ccc2c(=O)c(-c3ccccc3Cl)c(C(F)(F)F)oc12
-10%	CN(C)c1cccc(Oc2nc3c(c(=O)n(C)c(=O)n3C)n2C)c1
-2%	CCOC(=O)C1CCN(C(=O)c2cc(COc3ccc(F)cc3F)on2)CC1
-7%	Cc1ccccc1N1CCN(C2CCCN(C(=O)c3noc4c3CCCC4)C2)CC1 (configuration not stated)
-10%	CC(=O)N[C@@H](Cc1c[nH]c2ccccc12)C(=O)NCc1ccccc1
-3%	COc1cc(C(=O)Oc2ccc(C(=S)N3CCOCC3)cc2)cc(OC)c1OC
-3%	COc1cc(OC)cc(C(=O)Nc2cccc(NC(=O)c3ccccc3)c2)c1
-6%	Cc1ccc(NC(=O)Cn2cc(C(=O)C3CC3)c3ccccc32)cc1
-5%	COc1cc(C2C(=O)c3ccccc3C2=O)ccc1O
-6%	COCCN(CCOC)S(=O)(=O)c1ccc(NC(=O)c2cnccn2)cc1

Exported as labelled records: part of the list above.
CCOC(=O)C1CCN(C(=O)c2cc(COc3ccc(F)cc3F)on2)CC1
  LYP inhibition = -2%

Cc1ccccc1N1CCN(C2CCCN(C(=O)c3noc4c3CCCC4)C2)CC1 (configuration not stated)
  LYP inhibition = -7%

CC(=O)N[C@@H](Cc1c[nH]c2ccccc12)C(=O)NCc1ccccc1
  LYP inhibition = -10%

The listing continues:
LYP inhibition	Structure
-7%	CC(=O)Nc1ccc(NC(=O)[C@@H](NC(=O)c2ccccc2F)C(C)C)cc1
-13%	CCCN1CCC(NC(=O)CC2C(=O)NCCN2Cc2ccccc2C)CC1 (configuration not stated)
-4%	Cc1ccccc1C(=O)N1CCC(C(=O)Nc2ccc(S(=O)(=O)N3CCCCC3)cc2)CC1
-6%	O=C(NNc1ncnc2c1cnn2-c1ccc(F)cc1)c1ccco1
-2%	O=c1[nH]c2ccccc2cc1CN(CC1CCCO1)S(=O)(=O)c1ccccc1 (configuration not stated)
-7%	Cc1cccc(NC(=O)Nc2ccc(Cl)cc2)n1
-5%	CN(CC(=O)Nc1ccccc1Br)C(=O)CCc1ccccc1
-7%	O=C(NNC(=O)c1ccc([N+](=O)[O-])cc1C(=O)O)c1ccncc1
-10%	O=C(Nc1scc(-c2ccccc2)c1C(=O)O)c1ccccc1F
-7%	CCC(Sc1nc(N)c(NC(=O)c2ccc(Br)o2)c(=O)[nH]1)C(=O)O (configuration not stated)
-8%	COc1ccc(N(C(=O)c2ccco2)C(C(=O)NC2CCCC2)c2cccnc2)c(OC)c1 (configuration not stated)
-2%	CCN(CC)c1ccc(NC(=O)CN2CCN(CC(=O)Nc3ccc(OC)cc3)CC2)cc1
-15%	O=C(Nc1cccnc1Cl)c1cc(-c2ccc(Cl)cc2)on1
-8%	CC1CCC(=O)N(CCC#N)CC1 (configuration not stated)
-4%	COCCCn1c(=O)c2ccccc2n(Cc2ccccc2C)c1=O
-13%	CC(C)Cc1nn2c(=O)cc(CSCC(=O)Nc3ccccc3F)nc2s1
0%	CSc1ncc(C(=O)Nc2ccc(Br)cn2)c(C)n1
-12%	Cc1ccc(O)c(NC(=O)C2=CC(c3cccs3)=NS(=O)(=O)N2C)c1
-5%	Cc1c(Cc2ccccc2)c(=O)oc2c(C)c(OCC(=O)NCc3ccccn3)ccc12
-4%	O=C(O)c1ccccc1Nc1ccc([N+](=O)[O-])c2nonc12
0%	COc1ccc(N2CCN(C(=O)CCCCCn3c(=S)[nH]c4cc5c(cc4c3=O)OCO5)CC2)cc1
-10%	Cc1ccc(NC(=O)CN2C(=O)CCS(=O)(=O)c3ccccc32)cc1Cl
-2%	COc1ccc(/C=C2/SC(=S)N(NS(=O)(=O)c3ccc(C)cc3)C2=O)cc1
1%	Cc1ccc2cc(CN(CC(C)C)S(=O)(=O)c3cccc4nonc34)c(=O)[nH]c2c1
-7%	O=C(O)c1cc(S(=O)(=O)NCCN2CCNC2=O)ccc1O
-10%	CC(C)c1ccccc1OCCCN1CCCC1
-7%	COc1ccc2c(ccc[n+]2CC(=O)c2ccc(C)cc2)c1
-7%	CC(C)CC(=O)Nc1nnc(SCC(=O)NCC2CCCO2)s1 (configuration not stated)
-2%	CCOC(=O)c1oc2cc(OCC(=O)OC)ccc2c(=O)c1-c1ccc(OC)c(OC)c1
-6%	Cc1cc(C)cc(NC(=O)NC2CCCCCCC2)c1
2%	CCCCc1cc(=O)oc2cc(C)cc(OC(C)C(=O)NC(Cc3c[nH]c4ccc(O)cc34)C(=O)O)c12 (configuration not stated)
5%	CCOc1cc(/C=N/NC(=O)c2ccc(NC(=O)C3CC3)cc2)ccc1O
-1%	COc1cc(/C=C/C(=O)NCC2CCCCC2)cc(OC)c1OC
-7%	CC1Sc2ccc(S(=O)(=O)CCC(=O)N3CCc4ccccc43)cc2NC1=O (configuration not stated)
-10%	COc1ccc(CN2CCNC(=O)C2CC(=O)N(C)C2CCOCC2)c(F)c1 (configuration not stated)
-3%	Cc1ccc(S(=O)(=O)N/N=C\c2ccc3c(c2)OCO3)cc1C
8%	Cc1ccc(/C=N/NC(=O)c2cc(-c3ccccc3)nc3ccccc23)o1
-11%	COc1cccc(O)c1CN1CCC(Oc2ccc(C(=O)NCc3ccccn3)cc2)CC1
-2%	C=C(C)COc1cc2oc(=O)c(CC(=O)N3C[C@H]4C[C@@H](C3)c3cccc(=O)n3C4)c(C)c2cc1Cl
-8%	CCc1cc(=O)oc2cc(C)cc(OC(C)C(=O)NCCCN3CCCC3=O)c12 (configuration not stated)
-6%	COc1cccc(CNC(=O)C2CCCN2S(=O)(=O)c2ccc3c(c2)C(C)(C)C(=O)N3C)c1 (configuration not stated)
-10%	COc1ccc(-c2cc(CNS(=O)(=O)c3cc(OC)ccc3OC)on2)cc1
-7%	Cc1ccc(S(=O)(=O)NC(C)C(=O)N2CCOCCOCCOCC2)cc1 (configuration not stated)
-6%	CCOC(=O)c1cnc2c(ccc3ccccc32)c1NCCN(C)C
1%	CCOC(=O)c1c(NC(=O)CC)sc(C(=O)NC2CCCC2)c1C
-10%	Cc1ccc(-n2c(SCC(=O)N3CCCCC3)nc(O)c(Cc3ccccc3)c2=O)cc1
-5%	COC(=O)c1ccc(CN2CCCC(CNC(=O)Cc3ccc(OC)cc3)C2)cc1 (configuration not stated)
-7%	O=C(O)CCSC1CC(=O)N(c2ccccc2)C1=O (configuration not stated)
-6%	CC1Oc2ccccc2N(Cc2cccc(F)c2)C1=O (configuration not stated)
-1%	CC(=O)N1c2ccc(S(=O)(=O)N3CCCCC3)cc2CC1C(=O)NCc1ccc(N(C)C)cc1 (configuration not stated)

Carrying on:
LYP inhibition	Structure
-7%	O=C(Nc1ccccc1C(=O)O)c1cccc(NC(=O)c2ccccc2Br)c1
-7%	COc1ccc(NC(=O)c2cc(S(=O)(=O)N3CCCCC3)c[nH]2)cc1
-7%	CCOc1ccccc1N(C)C(=O)c1cn(C)c(=O)c2ccccc12
-2%	Cn1c(CNC(=O)c2ccco2)nnc1SCC(=O)c1ccc(Br)cc1
-2%	CC(C(=O)Nc1ccc(C#N)cc1)N(C)Cc1cccs1 (configuration not stated)
0%	O=C(NCCCl)Nc1ccccc1OCCOc1ccccc1NC(=O)NCCCl
-9%	CCCOP(=O)(c1ccc(N(C)C)cc1)C(O)c1ccc(Br)cc1 (configuration not stated)
-8%	COc1cccc(N2CCN(C(=O)C3CCC(=O)N(C4CCCCCC4)C3)CC2)c1 (configuration not stated)
-11%	CC(=O)c1ccccc1OCC(O)Cn1ccnc1 (configuration not stated)
9%	COc1ccc(OC)c(NC(=O)c2sc3ncnc(N4CCN(c5ccccn5)CC4)c3c2C)c1
-8%	CC1CCN(C(=O)CNC(=O)CNC(=O)Cc2ccccc2)CC1
-6%	Cc1cc(C)c(S(=O)(=O)Nc2ccccc2C(=O)N2CCCC2)c(C)c1
-5%	O=C1COc2ccc(NC(=O)c3ccccc3C(=O)O)cc2N1
-13%	COCC1CCN(C(=O)c2cc(COc3ccccc3SC)on2)C1 (configuration not stated)
-10%	CN1CCN(c2ccccc2NC(=O)c2ccc3c(c2)OCCO3)CC1
-8%	O=C(CSc1ccc2nnc(-c3ccccn3)n2n1)Nc1ccccc1F
-10%	Cc1ccc(NC(=O)c2ccc3nccnc3c2)c(C)c1
-7%	CC(Oc1ccc([N+](=O)[O-])cc1)C(=O)NCC1CCCO1 (configuration not stated)
-9%	O=c1[nH]c(=O)n(-c2cc(Br)c(O)c(Br)c2)cc1Br
-4%	CCn1c(=O)n(CC)c2cc(N3CCCC3)c(NC(=O)c3ccccc3C)cc21
-6%	O=C(Nc1ccccc1C(=O)N1CCCC1)c1ncoc1-c1cccc(Cl)c1
-12%	O=C(O)CCC(=O)Nc1ccc(OCC2CCCO2)cc1 (configuration not stated)
-1%	Cc1ccc(CCC(=O)Nc2ccc(C)c(C)c2)o1
-4%	CCOc1ccccc1CNc1nc2ccccc2n1C

Gathered by group: the entries above containing fluorine
LYP inhibition	Structure
-9%	O=c1ccc2ccccc2n1Cc1cccc(F)c1
-10%	CC(=O)Nc1ccc(Oc2nc(C(F)(F)F)nc3ccccc23)cc1
-8%	CN(C)CCNC(=O)c1sc2nc(-c3ccccc3)cc(C(F)(F)F)c2c1N
-7%	CC(=O)C1=C(O)C(=O)N(c2ccc(O)cc2)C1c1ccc(F)cc1 (configuration not stated)
-9%	CC1CCN(C(=O)CCC(=O)Nc2nnc(C(F)(F)F)s2)CC1
-8%	CCc1cc2c(=O)oc(-c3ccc(F)cc3)nc2s1
-4%	CCCNC(=O)Cn1nc(C)n2c(cc3cc(F)ccc32)c1=O
0%	CN1N=C(C(=O)N2CCCC(Nc3ccc(F)c(F)c3)C2)CCC1=O (configuration not stated)
-8%	CN(C)Cc1c(O)ccc2c(=O)c(-c3ccccc3Cl)c(C(F)(F)F)oc12
-2%	CCOC(=O)C1CCN(C(=O)c2cc(COc3ccc(F)cc3F)on2)CC1
-7%	CC(=O)Nc1ccc(NC(=O)[C@@H](NC(=O)c2ccccc2F)C(C)C)cc1
-6%	O=C(NNc1ncnc2c1cnn2-c1ccc(F)cc1)c1ccco1
-10%	O=C(Nc1scc(-c2ccccc2)c1C(=O)O)c1ccccc1F
-13%	CC(C)Cc1nn2c(=O)cc(CSCC(=O)Nc3ccccc3F)nc2s1
-10%	COc1ccc(CN2CCNC(=O)C2CC(=O)N(C)C2CCOCC2)c(F)c1 (configuration not stated)
-6%	CC1Oc2ccccc2N(Cc2cccc(F)c2)C1=O (configuration not stated)
-8%	O=C(CSc1ccc2nnc(-c3ccccn3)n2n1)Nc1ccccc1F

The list is partial, so the mix of outcomes need not match the whole.
